Source: PubChem BioAssay (several laboratories)
Salmonella PhoP GFP = PhoP-dependent GFP reporter repression – Salmonella Typhimurium, primary screen (AID 1863); S. Typhimurium PhoP-regulated promoter GFP reporter, 4 h; higher % means a stronger effect; inhibition, % at 50 µM; hits with a dose series show IC50 in µM; 300,000 tested, 0.16% active;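 active = inhibition over 29.93%, a cutoff 3 SD above the screen mean, later confirmed by dose response; inconclusive = inhibition over 29.93% but no dose response follow-up; inactive = inhibition at most 29.93% or unconfirmed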;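 also: 0% = low Mg2+ inducing control and 100% = high Mg2+ repressing control; strong numbers were not always called active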
SV40 large T antigen = TAg ATPase/helicase activity blockers – biochemical (AID 1903) | 310,000 tested, 0.39% active | SV40 large T antigen ATPase/helicase inhibition assay; higher % means a stronger effect | inhibition, % at 20 µM; hits with a dose series show IC50 in µM; in the data active = a potency from the dose series; inconclusive = inhibition mostly from about 32% at the one dose, without a potency; inactive = the rest, 99 in 100 with inhibition below about 32%; also: strong numbers were not always called active
MgcRacGAP inhibition = MgcRacGAP GTPase-activating activity inhibitors, confirmation, biochemical, ADP Hunter fluorescence; MgcRacGAP-stimulated Rac1 GTP hydrolysis, ADP Hunter fluorescence; higher % means a stronger effect; GST-tagged Rac1 F28L mutant substrate; inhibition, % at 30 µM; hits with a dose series show IC50 in µM; 340,000 tested, 0.6% active; AID 624330;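 active = first-screen hits whose inhibition reached a set limit at any dose in the follow-up dose series; inconclusive = inhibition above the set first-screen limit but never retested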;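 also: fluorescence reports GDP produced by GAP-driven GTP hydrolysis; strong numbers were not always called active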
TNAP activation fold = stimulation of alkaline phosphatase TNAP activity – biochemical, luminescent, no phosphate acceptor, uHTS, primary screen (AID 1001); 200,000 tested, 0.03% active; activation fold at 20 µM, or EC50 in µM where a hit was titrated; purified TNAP, luminescent activation assay, no phosphate acceptor; higher activation fold means a stronger effect; in the data active = activation fold from about 3, or a potency from the dose series; inactive = the rest, 99 in 100 with activation fold below about 1.6; also: many of its hits are not listed in these tables
NTR1 ag = NTR1-driven beta-arrestin-GFP spot formation – imaging, U2OS cells, high content, primary screen (AID 493036). P30989. agonist mode. activation, % at 20 µM. 330,000 tested, 0.17% active;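 active = activation at or above 40% of the spot to cytoplasm intensity ratio, with at least 20 cells analyzed; inconclusive = wells under 20 cells, flagged as cytotoxic or low count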;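 also: 0% = DMSO without peptide and 100% = 100 nM NTR1 peptide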
Target sequence (P30989 whole entry, looked up): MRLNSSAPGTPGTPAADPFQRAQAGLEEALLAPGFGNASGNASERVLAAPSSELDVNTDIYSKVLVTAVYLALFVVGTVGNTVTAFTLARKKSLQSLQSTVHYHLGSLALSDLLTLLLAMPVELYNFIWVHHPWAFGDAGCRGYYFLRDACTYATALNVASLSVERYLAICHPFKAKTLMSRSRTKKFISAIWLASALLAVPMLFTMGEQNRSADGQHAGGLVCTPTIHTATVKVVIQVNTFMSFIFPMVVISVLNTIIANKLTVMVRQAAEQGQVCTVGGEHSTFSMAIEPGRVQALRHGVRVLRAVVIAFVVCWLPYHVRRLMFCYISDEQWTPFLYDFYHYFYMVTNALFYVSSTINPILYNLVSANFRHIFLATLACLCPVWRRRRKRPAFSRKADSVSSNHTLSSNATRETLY
Myeloid diff MLP = myeloid differentiation induction. AID 624256. 360,000 tested, 1% active. ER-HoxA9 myeloid progenitors, lysozyme-GFP differentiation, flow cytometry. calls only at 10 µM;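 active = normalized GFP-positive differentiation at or above the plate's own cutoff, the solvent-only control mean plus 3 SD; inconclusive = no clear call, values can overlap the other calls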;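 also: cells exposed to compound for four days before flow analysis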
RSV CPE inhibition = inhibition of RSV-induced cytopathic effect – HEp-2 cells, primary 10 µM value included (AID 2391) | 310,000 tested, 0.13% active | one-dose CPE inhibition, % at 10 µM; IC50 in µM for titrated hits | HEp-2 cells, RSV-induced CPE inhibition; higher % means a stronger effect; in the data active = a potency from the dose series; inconclusive = CPE inhibition mostly from about 23% at the one dose, without a potency; inactive = the rest, 99 in 100 with CPE inhibition below about 21%; also: strong numbers were not always called active
K1F lysis inhibition = inhibition of K1F phage lysis, E. coli UTI89, bacterial capsule biogenesis inhibitors, alamar blue (AID 488966); E. coli UTI89 K1F phage lysis, alamar blue, 2 h; higher % means a stronger effect; inhibition, % at 100 µM, or IC50 in µM where a hit was titrated; 340,000 tested, 0.02% active;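 active = phage lysis inhibition, versus mean bacterial control, above a set limit; inconclusive = no clear call, values can overlap the other calls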;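 also: capsule biogenesis inhibitors block K1F phage lysis so surviving cells raise fluorescence; higher fluorescence means more inhibition of phage lysis; actives were called in the ten point dose series up to 300 µM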
T cell modulator = T cell immune modulators affecting CD8 T cell-vesicle binding; 2C CD8+ T cell-vesicle binding, flow cytometry; active compounds read low; calls only at 7 µM; 330,000 tested, 0.068% active;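 active = response, share of CD8 T cells binding vesicles, and their 90th percentile fluorescence all below set limits, cut at about 80% in these data, passing the limit was not always enough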
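Also added: QL9-peptide-loaded Drosophila micro-vesicles bearing Ld, ICAM-1 and B7-1; Test system: purified 2C TCR transgenic mouse naive CD8+ T cells; Measured by: cytometric PE anti-B7-1 and Alexa647 anti-CD8 signals after 1% paraformaldehyde fixation; Timing: binding step 1.5 h, 37 °C, antibody labelling 20 min, ice.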
T cell modulator vesicle-bound % = second read-out of T cell modulator, no call of its own (marks repeat the call); double positive events, %; measured here: CD8+ vesicle-bound cell fraction;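 binding gate set so that unloaded-vesicle control wells show 10% double positive cells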
NTR1 ag cell count 20 µM = recorded beside NTR1 ag, whose call it bears; cell count; measured here: cell count, cytotoxicity flag
Myeloid diff MLP GFP+ MAC1+ % = second read-out of Myeloid diff MLP, no call of its own (marks repeat the call); GFP+ MAC1+ double positive, %; measured here: differentiation confirmed by MAC1 staining
Active calls of the source: *; i = inactive; ? = inconclusive; nt = not tested or not shown; + = active, no number; & = joins results of further samples; [ ] = remark or other dose.

SMILES	Salmonella PhoP GFP	SV40 large T antigen	MgcRacGAP inhibition	TNAP activation fold	NTR1 ag	NTR1 ag cell count 20 µM	Myeloid diff MLP	Myeloid diff MLP GFP+ MAC1+ %	RSV CPE inhibition	K1F lysis inhibition	T cell modulator	T cell modulator vesicle-bound %
COC(=O)C(CCSC)NC(=O)c1cc2c(n(-c3ccc(C)cc3)c1=O)CCCC2=O (centres undefined)	-4%	18%	7%	1.1	-0.4	86	i	0.4	0.8%	0.1%	i	49
Cc1c(CC(=O)NCCCC(=O)O)c(=O)oc2cc3oc4c(c3cc12)CCCC4	-3%	10%	5%	nt	-0.5	96	nt	nt	2.6%	0.7%[50 µM]	i	39
COc1cc(/C=C/C(=O)c2ccc3c(c2)OCO3)cc(Cl)c1O	2%	31%	94µM*	nt	1.9	48	i	0.9	7.4%	-0.7%	i	30
CCOc1ccc(NC(=O)c2ccncc2)cc1	5%	2%	5%	1.1	0.1	97	i	0.4	1.9%	4.8%	i	46
COC(=O)CN1C(=O)N/C(=C/c2cc3c(cc2OC)OCO3)C1=O	-2%	?	12%	1.1	2.5	52	i	0.2	0.6%	0.3%	i	55
CC(C)(C)NC(=O)C(=O)NNC(=O)c1ccco1	-11%	4%	-8%	1	-1.1	36	i	0.6	0.0%	-0.7%	i	35
Cn1c(=O)c([N+](=O)[O-])c(Cl)c2ccccc21	-8%	32%	6%	1.1	nt	nt	?	nt	nt	-0.1%	nt	nt
Cc1ccn2c(CNCCn3cccn3)c(C(=O)N3CCCCCC3)nc2c1	-2%	5%	5%	1	-1.7	83	i	0.2	1.7%	1.4%	i	67
COc1ccc(C)cc1NC(=O)Nc1cccc(C(=O)O)c1	-7%	-4%	5%	1	1.2	42	i	0.3	-0.6%	-0.6%	i	58
O=C(NCc1cccnc1)c1cccc(-c2cc3ccccc3oc2=O)c1	1%	-5%	11%	1.1	-2.0	77	i	0.1	14%	0.2%	i	40
O=C(CC12CC3CC(CC(C3)C1)C2)N1CCCC1	-5%	1%	9%	0.8	-0.1	52	i	8.0	0.8%	6.0%	i	43
COc1ccc(/C=C/c2nc3ccccc3n2Cc2ccc(OC)c(OC)c2)cc1	6%	1%	-2%	1.1	0.2	65	i	0.5	16%	-0.4%	i	58
Cc1ccccc1CSc1nnc(CCCCCNC(=O)OC(C)(C)C)o1	-2%	14%	nt	nt	1.0	42	i	0.5	11%	nt	i	19
COc1cc(Br)c(CN2C(=O)NC3(CCCCCC3)C2=O)cc1OC	-4%	1%	7%	nt	1.5	36	i	2.4	-1.1%	0.0%	i	38
Cc1ccc(O)c(C(=O)c2coc(=N)c(C(=O)NC(C)C)c2)c1	-7%	10%	5%	1	-0.7	92	i	0.5	-1.1%	0.5%	i	16
COC(=O)c1cnc2c(C(F)(F)F)cccc2c1OC	8%	4%	4%	1.1	1.8	47	i	1.1	2.6%	-1.1%	i	50
CC(C)(C)NC(=O)CSc1nc(O)cc(=O)n1-c1ccccc1F	-10%	-8%	9%	0.9	-1.1	96	i	2.1	0.9%	0.2%	i	30
COc1ccc(C2=[N+]([O-])C(C)(C)N(O)C2C)cc1 (centres undefined)	11%	10%	-4%	1.1	-3.7	86	i	0.0	-0.2%	2.0%	i	28
O=C(NC1CCCCC1)N(Cc1nc2ccccc2c(=O)[nH]1)C1CCCC1	-1%	7%	3%	1	1.3	62	i	1.0	1.6%	3.9%	i	57
COc1cc(OC)cc(C(=O)N[C@H](C(=O)Nc2nc3ccc(S(C)(=O)=O)cc3s2)C(C)C)c1	-2%	8%	5%	1	-0.3	38	i	0.1	1.2%	0.5%	i	12

A stretch from the list above, for reference:
SMILES	Salmonella PhoP GFP	SV40 large T antigen	MgcRacGAP inhibition	TNAP activation fold	NTR1 ag	NTR1 ag cell count 20 µM	Myeloid diff MLP	Myeloid diff MLP GFP+ MAC1+ %	RSV CPE inhibition	K1F lysis inhibition	T cell modulator	T cell modulator vesicle-bound %
O=C(NC1CCCCC1)N(Cc1nc2ccccc2c(=O)[nH]1)C1CCCC1	-1%	7%	3%	1	1.3	62	i	1.0	1.6%	3.9%	i	57
COc1cc(OC)cc(C(=O)N[C@H](C(=O)Nc2nc3ccc(S(C)(=O)=O)cc3s2)C(C)C)c1	-2%	8%	5%	1	-0.3	38	i	0.1	1.2%	0.5%	i	12

(listing goes on)
SMILES	Salmonella PhoP GFP	SV40 large T antigen	MgcRacGAP inhibition	TNAP activation fold	NTR1 ag	NTR1 ag cell count 20 µM	Myeloid diff MLP	Myeloid diff MLP GFP+ MAC1+ %	RSV CPE inhibition	K1F lysis inhibition	T cell modulator	T cell modulator vesicle-bound %
O=C(CCNC(=O)c1ccco1)NCCc1ccc(Cl)cc1	2%	5%	-2%	nt	-0.1	79	?	nt	1.2%	0.3%	i	24
CN(CC(=O)Nc1cccc(S(=O)(=O)NC2=NCCC2)c1)Cc1cccc(F)c1	nt	nt	2%	nt	-0.8	82	i	0.3	0.4%	0.7%[50 µM]	i	32
Cc1cc(C)n2c(SCC(=O)NC3CCCCC3)nnc2n1	5%	-3%	0%	1.1	0.1	47	i	0.1	2.1%	-1.2%	i	11
CN(CCCS(=O)(=O)[O-])c1ccc(/C=C/c2ccc3ccccc3[n+]2C)cc1	1%	3%	9%	nt	-0.1	42	i	1.3	2.9%	-1.1%[50 µM]	i	13
O=C(COc1ccc2c3c(c(=O)oc2c1)CCC3)N1CCCC1	5%	3%	11%	nt	2.1	42	i	1.4	0.8%	0.0%	i	16
COc1ccc(N(CC(=O)N2CCN(c3ccccc3)CC2)S(=O)(=O)c2c(C)noc2C)cc1	-12%	3%&-1%	11%	1.1	-0.6	93	i	1.1	0.1%	0.2%	i	43
Cc1ccc(CC2CC(=O)N(c3ccc(Cl)cn3)C2=O)cc1 (centres undefined)	-3%	2%	9%	1	1.3	40	i	0.9	1.6%	1.2%	i	25
Cc1ccccc1Cn1c(C(C)O)nc2ccccc21 (centres undefined)	-4%	10%	8%	1.1	-1.5	29	i	0.9	0.8%	-0.6%	i	27
C=CCN(C(=O)c1ccc(Cl)cc1)c1ccccc1C(=O)NCC(=O)O	-9%	10%	10%	nt	1.1	47	i	0.5	0.8%	0.1%	i	19
COc1ccccc1NC(=O)CN1CCN(CC(=O)Nc2ccc(F)cc2)CC1	1%	10%	7%	1	0.1	54	i	0.7	1.1%	0.0%	i	8
Nc1ccc(CCS(N)(=O)=O)cc1	5%	2%	4%	1	-1.4	59	i	2.9	0.1%	-0.1%	i	53
Cc1ccc(NC(=O)CNc2cccc(S(=O)(=O)N3CCCC3)c2)cc1F	6%	15%	7%	nt	1.1	55	i	0.9	7.7%	0.4%[50 µM]	i	18
CCCCN(C)S(=O)(=O)c1ccc(C(=O)Nc2nnc(-c3cccs3)o2)cc1	-1%	1%	nt	1.1	1.4	49	nt	nt	3.0%	nt	i	22
CCOC(=O)N1CCN(c2ncnc3scc(-c4ccc(Cl)cc4)c23)CC1	-7%	26%	6%	nt	14	110	i	0.7	10%	0.2%	i	41
CC(OC(=O)CN1C(=O)C2CCCCC2C1=O)C(=O)Nc1ncc(Cl)cc1Cl (centres undefined)	-5%	3%	9%	1.1	0.3	79	i	0.6	-0.2%	5.3%	i	26
CC(C)(C)c1nnc(NC(=O)Cc2ccc(Br)cc2)s1	-8%	0%	12%	1.1	6.3	32	i	0.6	0.6%	4.5%	i	9
CC1CCC2(CC1)NC(=O)c1ccccc1O2 (centres undefined)	13%	2%	10%	1	2.2	55	i	0.3	2.2%	0.4%	i	36
CC(C)c1ccc(OCC(=O)Nc2ccc3oc(=O)ccc3c2)cc1	-2%	7%	4%	nt	2.0	47	i	0.2	2.9%	0.2%	i	30
O=C(Nc1nccs1)c1ccc(-c2ccccc2Cl)o1	-4%	3%	5%	1	1.4	51	nt	nt	12%	0.5%	i	27
O=C(CN1C(=O)C(=O)c2ccccc21)c1ccccc1	-2%	28%	nt	nt	-1.1	91	i	0.8	0.1%	0.6%	i	30
O=C(Nc1ccc(N2CCCCC2)cc1)c1cc(S(=O)(=O)N2CCOCC2)ccc1F	-5%	17%	9%	nt	0.4	72	i	0.0	1.1%	1.2%[50 µM]	i	41
C=CCOc1ccc(CN(C)CC(=O)Nc2ccc3c(c2)CCC3)cc1	3%	6%	26%	1.1	6.8	29	i	0.3	11%	-1.5%	i	26
Cc1ccc(-c2cc(C(=O)Nc3ccc(S(=O)(=O)Nc4nccs4)cc3)c3ccccc3n2)c(C)c1	21%	20%	9%	1.2	6.4	66	i	0.5	38%	0.3%	i	46
Cc1cc(NC(=O)c2cc(-c3ccco3)on2)no1	-5%	5%	11%	1.1	1.6	76	i	3.0	nt	3.4%	i	32
Cc1cc(C(=O)Nc2cccc3c2O[C@H](CN(C)CC2CC2)[C@@H](C)CN([C@H](C)CO)C3=O)n(C)n1	nt	nt	8%	nt	-1.6	48	i	2.2	nt	1.8%	i	15
CC1=Nc2cccc3cccc(c23)N1	13%	15%	-5%	0.9	0.8	71	+	nt	2.3%	0.1%	i	25
COC(=O)c1ccc(=O)n(Cc2ccco2)c1	-4%	3%	16%	1	-0.8	47	i	0.7	1.4%	-0.2%	i	53
COc1cccc(NC(=S)N(CCc2c(C)[nH]c3ccccc23)Cc2cccs2)c1	3%	10%	6%	1	7.7	27	i	2.3	9.5%	0.1%	i	45
Cc1cc2n(n1)C(c1ccccc1Cl)Nc1ccccc1-2 (centres undefined)	3%	0%	3%	1.1	0.8	74	i	1.1	-1.4%	-0.3%	i	52
Cc1cccc(NCC(=O)N/N=C/c2ccc(Br)cc2)c1	-5%	4%	-10%	1	8.4	34	i	0.6	1.4%	0.3%	i	24
COc1ccc(NC(=O)CSc2nnc(-c3cccc(O)c3)o2)cc1	7%	3%	1%	nt	-1.4	52	i	2.9	-0.1%	-0.5%	i	51
CCC1(C)NC(C(=O)O)Cc2c1[nH]c1ccccc21 (centres undefined)	-1%	1%	13%	nt	1.8	73	i	0.2	-2.0%	1.2%	i	44
CCOCCCN(C(=O)CNC(=O)c1ccco1)C(C(=O)NC1CCCC1)c1ccccc1C (centres undefined)	-11%	3%	8%	1.1	0.6	50	i	0.3	0.2%	-1.0%	i	35
